ARNT TACC3 PPI – ARNT/TACC3 interaction disruption; hit rate 0.66% among 390,000; Q9Y6A5; inhibition, % at 9.99 µM; AlphaScreen His-ARNT PAS-B/GST-TACC3 binding, luminescence; TACC3 fragment carries E629A point mutation; AID 623870;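 active = mean inhibition of replicates at least 50% and at least half of replicates each reaching 50%; inconclusive = half or more replicates reach 50% but mean below 50%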;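 note: 0% = complete ARNT plus TACC3 wells and 100% = ARNT alone without TACC3; many hits fall short of the cut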
DENV2 CPE rescue – DENV2-induced cell death inhibition; DENV2-infected cells, cytopathic effect rescue, plate reader; CPE inhibition, % at 9.99 µM; hit rate 1.7% among 350,000; in the data active = CPE inhibition above about 20%, passing the limit was not always enough; inconclusive = no clear call, values can overlap the other calls; tested in BHK-21 cells;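 note: 0% = median of neutral control wells and 100% = median of positive control wells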
PAX8 inh HTS – lowers PAX8-driven luciferase in RMG-I cells. hit rate 1.2% among 360,000. AID 652154. RMG-I TPO-luciferase reporter, SteadyGlo, 24 h. inhibition, % at 12.6 µM;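 active = mean replicate inhibition at least 60% with every replicate also reaching 60%; inconclusive = only one of the two criteria is met; inactive = mean below 60% and not all replicates reaching 60%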;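 note: luciferase light reporting Pax8 driven TPO promoter activity; plate controls were median of neutral control wells for no effect and mitoxantrone controls for full effect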
ERp5 inh – ERp5 (human) disulfide isomerase inhibition | Q15084 | ERp5 insulin aggregation, absorbance 650 nm, 90 min | inhibition, % at 9.99 µM | hit rate 0.05% among 350,000 | AID 651711;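 active = mean replicate inhibition above about 25%, with every replicate also reaching it, limit read from the data, passing the limit was not always enough; inconclusive = only one of those two criteria met; inactive = neither criterion met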
Target sequence (Q15084 whole entry, looked up): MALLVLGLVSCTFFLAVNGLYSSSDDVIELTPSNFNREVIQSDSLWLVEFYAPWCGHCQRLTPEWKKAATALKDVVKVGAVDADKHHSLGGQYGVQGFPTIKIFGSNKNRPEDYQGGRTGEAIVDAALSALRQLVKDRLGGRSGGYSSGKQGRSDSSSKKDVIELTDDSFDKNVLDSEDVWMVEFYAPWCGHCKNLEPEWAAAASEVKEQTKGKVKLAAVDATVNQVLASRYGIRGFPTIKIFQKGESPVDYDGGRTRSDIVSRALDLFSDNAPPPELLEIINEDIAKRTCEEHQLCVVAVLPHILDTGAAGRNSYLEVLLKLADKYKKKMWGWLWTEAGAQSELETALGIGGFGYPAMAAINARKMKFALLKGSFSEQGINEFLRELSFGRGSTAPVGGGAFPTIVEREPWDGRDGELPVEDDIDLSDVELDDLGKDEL
INS-1E GSIS act – GLuc luminescence reporter in INS-1E cells, primary screen for activators of glucose-dependent secretion of insulin | AID 743287 | INS-1E GLuc reporter insulin secretion, 2-3 h | hit rate 0.61% among 370,000 | activation, % at 16.6 µM;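 active = lowest replicate activation of at least 40%, so every replicate reaches that level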;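 note: 0% = median of neutral control wells and 100% = median of IBMX positive control wells; some compounds called inactive have numbers as strong as hits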
CFTR F508del cor – correctors of CFTR F508del function in bronchial epithelial cells; AID 720511; hit rate 0.36% among 350,000; activity (quench increase), % at 7.58 µM; CFBE cells, YFP halide quenching; stimulated with forskolin plus potentiator P3; % fluorescence drop versus neutral controls;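 active = mean added fluorescence quench of at least 8% versus neutral control, with both replicates also reaching 8%; inconclusive = only one of the mean or replicate conditions met; inactive = mean below 8% and not both replicates reaching 8%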;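 note: cells transiently co-express mutant CFTR-F508del with the halide-sensitive YFP; corrector assay measuring rescue of mutant channel to the surface after 24 h compound exposure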
XiGFP reactiv – X-chromosome reactivation activator; XiGFP mouse fibroblasts, % GFP-positive cells imaging, 3 d; cells co-treated with 5-aza-dC sensitizer; scaled so ellipticine positive control = 100%; activation, % at 7.58 µM; hit rate 0.055% among 360,000;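 active = mean normalized replicate activation at least 10% and every replicate at or above 10%; inconclusive = only one of the two criteria met; inactive = mean below 10% and not all replicates reach 10%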;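 note: 0% = median of on-plate neutral control wells and 100% = ellipticine 6 µM median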
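assay system = SV40-immortalized XiGFP fibroblast cells, line 68-5-11 | buffer or medium = DMEM plus 5-aza-dC sensitizer | doses = single-point pinned compound dosing | times = 3-day compound exposure, then 15 min fixation at room temperature | benchmarks = positive control ellipticine, 6 µM final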
EWS-Fli inh – EWS/Fli transcriptional activity inhibition; A673 NR0B1-luciferase reporter, viability-normalised; inhibition, % at 12.6 µM; hit rate 0.67% among 350,000; AID 651661;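 active = mean inhibition of at least 50% after viability correction, with every replicate also passing that limit; inconclusive = mean reaches 50% but only one of two replicates passes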;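 note: firefly luciferase signal divided by Alamar Blue viability fluorescence both relative to DMSO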
* marks the source's active call; other numbers are inactive results; ? = inconclusive; · = no result given; & = joins results of further samples.

structure	ARNT TACC3 PPI	PAX8 inh HTS	EWS-Fli inh	XiGFP reactiv	ERp5 inh	DENV2 CPE rescue	INS-1E GSIS act	CFTR F508del cor
Cc1ccc(F)cc1NC(=O)COC(=O)C1CC2CCCC(C1)C2=O (stereo not drawn)	·	-1	-1	0.0	-3	-1	2	-1.1
C=CCNC(=S)NNC(=O)c1ccc(=O)n(Cc2ccc(Cl)cc2Cl)c1	6	-5	4	0.0	-6	9	-20	-3.1
N#C[C@@H]1[C@@H](c2ccccc2)[C@@H](CO)N1C(=O)c1ccccc1F	-5	6	-93	0.1	-1	?	5	-1.3
Nc1ccn([C@@H]2O[C@H](C(=O)N[C@H](Cc3ccccc3)C(=O)N3CCC(F)(F)CC3)[C@@H](O)[C@H]2O)c(=O)n1	·	-8	0	0.3	5	10	·	-1.3
Cc1ccc(C(=O)COC(=O)CCN2C(=O)C3C4C=CC(C5CC45)C3C2=O)cc1 (stereo not drawn)	-20	-11	·	0.0	8	1	-19	-2.0
COc1ccccc1S(=O)(=O)N1C[C@H](O)COC[C@@H]2O[C@H](CC(=O)O)CC[C@H]21	·	-8	10	0.0	17	-4	10	2.2
C[C@H](CO)N1C[C@H](C)[C@@H](CN(C)S(=O)(=O)c2cn(C)cn2)Oc2cc(C#Cc3ccccc3)ccc2S1(=O)=O	-11	·	-2	0.4	1	4	-1	-1.5
CCS(=O)(=O)Nc1ccc2c(c1)C(=O)N(C)[C@H]1CC[C@H](CC(=O)OC)O[C@H]1CO2	·	-7	-3	0.0	2	?	1	0.9
Cc1ccc(CN(Cc2ccccn2)C(=O)Nc2ccc(C)c(C)c2)cc1	0	19	-12	0.1	5	9	-19	1.6
C[C@H](CO)N1C[C@H](C)[C@@H](CN(C)S(=O)(=O)c2ccc(C#N)cc2)OCc2cn(nn2)CCCC1=O	-1	3&8	-3&3	-0.1&-0.1	1&0	5&-3	13&2	3.4&1.5
C[C@H](CO)N1C[C@H](C)[C@H](CN(C)C(=O)Nc2ccc(C(F)(F)F)cc2)Oc2ccc(NC(=O)Cn3cnnn3)cc2CC1=O	0	·	5	-0.3	-3	-5	-4	-2.6
CC(C)NC(=O)Nc1ccc2c(c1)CC(=O)N([C@@H](C)CO)C[C@@H](C)[C@@H](CN(C)C(=O)Nc1ccccc1)O2	-11	-13	-1	0.3	-1	2	16	-2.0
CN(CC(=O)Nc1ccc(N2CCOCC2)cc1)C(=O)CCCOc1ccc(Cl)cc1Cl	0	32	4	-0.1	0	3	-35	1.3
CC(=O)c1ccccc1N(C(=O)c1ccco1)C(C(=O)NC1CCCC1)c1ccc(N2CCOCC2)cc1 (stereo not drawn)	2	-2	11	0.1	-6	-5	6	0.6
C[C@H](O)C#Cc1ccc2c(c1)O[C@H](CN(C)C(=O)Cc1ccccn1)[C@H](C)CN([C@@H](C)CO)S2(=O)=O	-5	·	3	0.0	3	10	21	0.0
COc1ccccc1/C=C/C(=O)NC(=S)N1CCOCC1	·	-146	-39	0.1	2	4	-1	2.3
CC(C)[C@H](NC(=O)N1CC(=O)Nc2ccccc21)C(=O)N[C@@H](C(=O)O)c1ccccc1	0	10	·	0.0	2	-2	-5	0.5
CCCN1[C@@H]2Cn3c(ccc(-c4ccncc4)c3=O)[C@H]1[C@@H](C(=O)NCC1CC1)[C@@H]2CO	-4	-4	-6	0.8	0	-5	-1	2.1
O=C(COC(=O)C1CC1)Nc1cccc(Cl)c1	·	-7	-6	0.0	-7	10	·	·
COC(=O)c1cc(COC(=O)COc2ccc(C)c(C)c2)oc1C	0	-1	-5	0.1	3	2	40	-0.8

New compounds follow:
structure	ARNT TACC3 PPI	PAX8 inh HTS	EWS-Fli inh	XiGFP reactiv	ERp5 inh	DENV2 CPE rescue	INS-1E GSIS act	CFTR F508del cor
Oc1ccc2ccccc2c1CN1CC2CCC(CC2)C1	-14	84*	12	0.2	3	-1	·	-2.1
CC1CCN(C(=O)c2ccc(CNS(=O)(=O)c3ccc(C(C)(C)C)cc3)cc2)CC1	0	13	15	0.0	-3	0	-14	-1.2
CCOc1ccc(-c2nc(C#N)c(NCc3ccco3)o2)cc1	·	-31	12	0.0	-3	0	2	3.2
Cc1ccnc(NC(=O)CNC(=O)c2ccccc2)c1	0	·	-37	-0.1	-3	9	4	2.0
C/C=C/c1ccc([C@H]2[C@@H](CO)N3CCCCN(S(=O)(=O)c4cccs4)C[C@H]23)cc1	13	-22	·	0.1	3	-4	-23	2.5
C[C@@H]1CN([C@@H](C)CO)C(=O)c2cc(NC(=O)CCN3CCOCC3)ccc2O[C@@H]1CN(C)Cc1ccc(Cl)c(Cl)c1	-5	14	·	2.8	2	14	8	2.3
CCC(=O)N(C)C[C@H]1Oc2ncc(C3=CCCC3)cc2C(=O)N([C@@H](C)CO)C[C@@H]1C	0	·	-5	0.1	6	-11	3	0.3
CCOC(=O)c1ccc(NC(=O)CC2C(=O)OCCN2CC)cc1 (stereo not drawn)	1	-8	5	0.2	10	-2	-5	1.5
Cc1cccc(C(=O)NC(=O)Nc2c(C)cc(C)nc2C)c1	-6	-50	-53	0.0	0	?	-3	3.4
COC(=O)c1cc2c(n(Cc3ccccc3)c1=O)CCCC2=O	1	-7	-4	-0.1	-2	-3	12	0.4
COc1ccccc1C(=O)Nc1ccc2c(c1)C(=O)N(C)[C@H]1CC[C@H](CC(=O)Nc3cc(F)ccc3F)O[C@@H]1CO2	·	·	-9	0.7	-2	-9	-11	7.3
NC(Cc1ccc(C(F)(F)F)cc1)c1csc(Nc2ccc(C(=O)c3ccccc3)cc2)n1 (stereo not drawn)	·	20	19	0.2	2	-3	-7	0.8
O=C(C[C@H]1CC[C@@H]2[C@H](COC[C@H](O)CN2Cc2ccc3c(c2)OCO3)O1)Nc1ccccc1	16	-16	-2	0.2	1	0	6	1.7
Cc1cccc(-c2ccc([C@H]3[C@@H](CO)N4CCCCN(C(=O)c5cccnc5)C[C@H]34)cc2)c1	-1	-3	2	-0.1	-1	-12	4	-3.2
COc1cc(NC(=O)c2cc(-c3ccccc3)on2)cc(OC)c1OC	-3	30	-4	0.0	3	?	·	·
C/C=C/c1ccc([C@@H]2[C@H](CO)N(CC3CCCC3)C23CN(S(=O)(=O)CC)C3)cc1	·	·	-1	0.2	-3	-6	0	0.7
CSc1nc2ccccc2c(=O)n1Cc1ccc(F)cc1	1	-6	8	0.3	2	-5	14	-0.7
C[C@H]1CN([C@@H](C)CO)C(=O)c2cccc(NC(=O)c3ccncc3)c2O[C@@H]1CN(C)Cc1ccccc1	-7	·	0	0.2	2	-4	8	0.3
Cc1cccc(C)c1NC(=S)N1CCC(c2ccccc2)C1 (stereo not drawn)	4	4	-2	0.0	1	-3	-5	-2.1
C[C@H](CO)N1C[C@H](C)[C@H](CN(C)C(=O)c2ccccn2)Oc2ncc(-c3ccccc3)cc2C1=O	-8	·	2	-0.1	1	-1	18	-0.5

Remaining list, next part.
structure	ARNT TACC3 PPI	PAX8 inh HTS	EWS-Fli inh	XiGFP reactiv	ERp5 inh	DENV2 CPE rescue	INS-1E GSIS act	CFTR F508del cor
COc1cccc(-c2cnc3c(c2)C(=O)N([C@@H](C)CO)C[C@H](C)[C@@H](CN(C)Cc2cccnc2)O3)c1	0	·	-6	-1.0	2	0	15	-0.3
C[C@@H]1CN([C@@H](C)CO)C(=O)Cc2cc(NC(=O)Cc3ccccc3)ccc2O[C@@H]1CN(C)C(=O)Nc1ccc2c(c1)OCO2	2	11	-4	-0.1	2	-8	0	-5.4
CO[C@H]1CC[C@@H]2CCOc3ccc(C#N)cc3C(=O)N(C)C[C@@H](C)C(=O)N(C)C[C@@H]1O2	-7	-2	0	0.1	4	-1	-9	·
Cc1ccc(NS(=O)(=O)c2cccc(C(=O)NC3CCN(Cc4ccccc4)CC3)c2)cc1	1	23	8	0.2	20	-1	-21	0.0
Cc1ccc([N+](=O)[O-])c(OCCN2CCc3ccccc3C2)c1	9	29	-26	0.4	3	2	-10	1.9
CC(C)CN1C(=O)c2ccccc2C1c1nnnn1-c1ccc2c(c1)OCCO2 (stereo not drawn)	·	7	-64	0.0	-5	2	0	-1.6
C=CC[N+](C)(C)CC(=O)OCc1ccccc1	-1	14	-5	0.3	-2	·	8	3.6
Cc1ccc(C2C(C(=O)c3ccco3)=C(O)C(=O)N2c2ncccn2)cc1 (stereo not drawn)	-4	-8	-4	0.0	-1	?	6	-0.5
CO[C@H]1CN(C)C(=O)c2ccc(NC(=O)Nc3ccccc3)cc2OC[C@H](C)NC[C@H]1C	2	·	5	0.1	1	-8	1	0.0
CN1CCC(N(C)S(=O)(=O)c2ccc(NC(=O)COc3ccc(Cl)cc3)cc2)CC1	11	-7	22	-0.1	7	9	2	1.3
CC(C)(C)C1CCC(CN2C(Nc3ccccc3)=NC[C@@H]2Cc2ccccc2)CC1 (stereo partly drawn)	·	16	36	0.2	6	-5	86*	3.2
CC1(C)CC(=O)C(N=Nc2c(F)cccc2F)=C(O)C1	2	-9	-5	0.2	-1	-1	0	-1.1
NC(=O)CC(NC(=O)Cc1ccc(Cl)cc1)c1ccc(NC2CCCCCC2)c([N+](=O)[O-])c1 (stereo not drawn)	2	-1	8	0.0	·	·	-26	-0.3
COc1ccc(CCNC(=O)c2ccco2)cc1OC	6	11	6	0.3	-3	0	27	-1.0
CC(C)c1cc(=O)n2[nH]c(SCc3ccc(Cl)cc3)nc2n1	-4	-14	-5	0.0	5	-3	-7	-1.8
Nc1cc([N+](=O)[O-])cc2oc(-c3ccccc3)cc12	0	-178	-95	0.0	3	-6	-14	-1.1
CCOc1ccc(N2CC(C(=O)NCCN3C(=O)S/C(=C/c4cccnc4)C3=O)CC2=O)cc1 (stereo not drawn)	-1	-1	2	0.0	-2	4	-12	-1.0
Nc1nc(NCC(=O)O)nc(N2CCCCCC2)c1[N+](=O)[O-]	-23	-6	-24	0.0	6	0	26	-0.2
CCc1nnc(NC(=O)CCC(=O)N2CCN(C3CCCCC3)CC2)s1	-13	·	5	·	3	·	-7	-2.3
Cc1cccc(CN2CCC(C(=O)Nc3ccc(-n4nc(C)cc4C)cc3)CC2)n1	2	-5	-8	0.5	-1	-7	19	0.7

Next results follow:
structure	ARNT TACC3 PPI	PAX8 inh HTS	EWS-Fli inh	XiGFP reactiv	ERp5 inh	DENV2 CPE rescue	INS-1E GSIS act	CFTR F508del cor
C[C@H](CO)N1C[C@H](C)[C@H](CN(C)Cc2ccc(F)cc2)Oc2ncc(Br)cc2C1=O	-10	3	-5&-13	0.1&0.0	0&-2	?	1&11	1.4&-0.6
C=CCNC(=S)Nc1cc(S(=O)(=O)N2CCOCC2)ccc1-n1cncn1	1	16	-6	0.2	1	1	-5	·
O=C(Nc1ccc2c(c1)Cc1ccccc1-2)c1ccccc1F	-11	-125	-58	0.0	9	2	·	0.4
COCCn1c(N2CCCC2)nc2c1c(=O)[nH]c(=O)n2C	-14	-5	8	0.0	1	-2	11	0.7
C=CCOCCN(CCOCC=C)C1=NS(=O)(=O)c2ccccc21	-2	4	0	0.0	1	0	21	-3.1
CCCCCc1nc2c(c(=O)c3ccccc3n2C)c(=O)n1Cc1ccc(OC)cc1	6	2	4	0.2	2	-4	8	2.7

Screening data deposited in PubChem by Broad Institute.
